# Screening results deposited in PubChem BioAssay by Sanford-Burnham Center for Chemical Genomics.
# MPTP inh: blocks calcium-induced mitochondrial swelling | inhibition, % at 10 µM | isolated mouse mitochondria, Ca2+ swelling absorbance, 30 min | 360,000 tested, 1.4% active;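 active = inhibition of 50% or more, scaled per plate between neutral and stimulator controls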;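 also: 0% = DMSO wells given calcium and 100% = 1 mM EGTA wells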
# NLRP3 yeast inh: blocks the NALP3 inflammasome reconstituted in yeast; Yeast reconstituted NLRP3/ASC/caspase-1, beta-gal luminescence, 24 h; inhibition, % at 10 µM; 330,000 tested, 0.39% active; AID 2825;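 active = inhibition of 50% or more; inactive = inhibition below 50%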;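 also: plate controls were induced DMSO wells for no effect and uninduced yeast grown without galactose for full effect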
# TIM10 inh: inhibits growth of TIM10 yeast strain. S. cerevisiae TIM10 strain growth, BacTiter-Glo luminescence, 24 h. inhibition, % at 10 µM. 330,000 tested, 1.4% active. AID 463195;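 active = inhibition of 40% or more at the single tested concentration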;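 also: wild-type TIM10 isogenic control strain grown at permissive 25 °C; 0% = DMSO yeast wells and 100% = minimal medium wells without yeast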
# tim10-1 inh: growth inhibitors of tim10-1 mutant yeast; 330,000 tested, 2.2% active; S. cerevisiae tim10-1 ts strain growth, BacTiter-Glo, 24 h; inhibition, % at 20 µM;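 active = inhibition of at least 40%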;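 also: mutant grown at 25 °C; 0% = DMSO wells with yeast and 100% = wells holding no yeast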
# APJ ag: agonists of human APJ apelin receptor | 330,000 tested, 0.11% active | CHO-K1 APJ PathHunter beta-arrestin, luminescence; 0% DMSO wells, 100% apelin | AID 2520 | activation, % at 20 µM;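 active = activation more than six SD over the plate average, tested at 20 µM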;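 also: 0% = DMSO alone and 100% = apelin-13 at 10 nM; some results filed as inactive read as strong as hits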
# Target sequence (P35414 whole entry, looked up): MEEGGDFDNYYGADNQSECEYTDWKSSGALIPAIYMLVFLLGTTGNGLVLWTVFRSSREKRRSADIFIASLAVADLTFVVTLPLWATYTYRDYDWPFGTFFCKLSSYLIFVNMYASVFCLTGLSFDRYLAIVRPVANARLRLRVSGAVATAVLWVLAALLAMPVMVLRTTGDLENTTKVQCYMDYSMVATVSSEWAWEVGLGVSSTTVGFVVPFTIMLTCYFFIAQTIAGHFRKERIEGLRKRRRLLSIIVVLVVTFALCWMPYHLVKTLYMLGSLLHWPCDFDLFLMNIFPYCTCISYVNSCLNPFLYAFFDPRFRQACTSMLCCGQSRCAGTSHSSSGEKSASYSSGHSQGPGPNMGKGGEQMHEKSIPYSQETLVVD
#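 Material: engineered CHO-K1 APJ arrestin reporter cells; amount: 1000 CHO-K1 reporter cells seeded per well; incubation: compound stimulation 90 min at 25 °C, detection 60 min; signal: luminescent beta-gal fragment complementation, chemiluminescent substrate; read-out basis: APJ agonist activity; controls: DMSO-only wells as negative, 10 nM Apelin-13 as positive control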
# tim23-1 inh: growth inhibitors of tim23-1 mutant yeast. S. cerevisiae tim23-1 growth, BacTiter-Glo luminescence, 24 h. inhibition, % at 20 µM. 330,000 tested, 1.3% active. AID 463212;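 active = growth inhibition of the mutant yeast at or above 50%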;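 also: temperature-sensitive mutant grown at 25 °C; plate controls were DMSO-treated mutant yeast for no effect and medium wells lacking yeast for full effect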
# MIN6 prolif: induces beta-cell replication in MIN6 cells; 330,000 tested, 0.29% active; proliferation, % at 10 µM; MIN6 cells proliferation, ATPlite luminescence, 48 h; cells starved in 0.2% serum; 100% = growth in 10% serum;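 active = compounds whose signal lies at least 3.5 SD above the mean of all wells on their plate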;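 also: 0% = DMSO-treated cells in low-serum medium and 100% = 10% serum control; some compounds called inactive have numbers as strong as hits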
# APJ antagonist: APJ receptor antagonism; inhibition, % at 20 µM; CHO-K1 APJ beta-arrestin complementation, luminescence; 330,000 tested, 0.32% active; P35414;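 active = inhibition above about 40% at 20 µM, limit read from the data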;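 also: cells challenged with 10 nM apelin-13 agonist together with compound; plate controls were apelin-13 plus DMSO wells for no effect and DMSO wells lacking apelin-13 for full effect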
# NR3A LBD binder: modulators (binders) of human NR3A ligand-binding domain | NR3A LBD differential scanning fluorimetry, Tm shift; 0% = protein alone, 100% = glycine-bound protein | 340,000 tested, 2.5% active | Tm shift relative to glycine control, % at 25 µM;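 active = melting temperature shift of at least 10% of the positive control shift, at one fixed dose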
# Starred values were filed as active, the others as inactive; . = not tested or not shown.
SMILES,MPTP inh,NLRP3 yeast inh,TIM10 inh,tim10-1 inh,APJ ag,tim23-1 inh,MIN6 prolif,APJ antagonist,NR3A LBD binder
CC(=O)c1ccc(NC(=O)C(C)OC(=O)C2CC(=O)N(c3ccc4c(c3)OCCO4)C2)cc1 (stereo not given),-0.6,8,6,2,3,-6,2,6,5
CC(C)(C)c1ccc(OCCCC(=O)Nc2cccc(S(=O)(=O)N3CCOCC3)c2)cc1,4.1,2,9,22,2,13,-7,0,4
CCN(CC)CCn1c(=N)n(CC(O)c2ccc(OC)c(OC)c2)c2ccccc21 (stereo not given),-0.1,10,-2,-4,-4,14,-1,15,3
C=CCn1c2ccccc2c2nnc(SCc3[nH]c(=O)[nH]c3C(=O)CCCCC(=O)OCC)nc21,2.3,4,3,11,-5,-5,6,23,-12
O=C(c1ccc(Cl)cc1Cl)N1CCN(c2ccc(N3CCOCC3)nn2)CC1,-0.6,29,5,31,8,15,-3,-13,2
Cc1nnc(SCC(=O)Nc2ncc3c(n2)CC(c2ccccc2)CC3=O)s1 (stereo not given),0.8,7,3,11,-3,-11,0,6,1
O=C(c1cccc(Cl)c1)N1CCC2(CC1)NCCc1[nH]cnc12,-1.4,4,-3,-13,-2,-7,-3,-20,-1
O=C(OCc1ccc(Br)cc1F)c1cc2ccccc2oc1=O,0.4,-20,-8,-4,-2,13,-1,-6,-5
O=C(c1ccco1)N1CCN(C(=O)c2cnn3c2NC(c2cccs2)CC3C(F)(F)F)CC1 (stereo not given),-0.9,11,3,4,-5,5,0,-11,0
CCCCNC(=O)c1onc(CSc2cccc(C)c2)c1C(=O)O,2.2,7,8,10,2,12,-1,8,-2
CCOC(=O)N1CCC(NC(=O)CSc2cc(=O)n(CC)c3ccccc23)CC1,-3.7,-2,10,7,1,-1,1,8,-1
CCOC(=O)c1ccc(S(=O)(=O)N2CCC(C(=O)Nc3nnc(C)o3)CC2)cc1,-1.2,8,-11,-11,-1,4,2,19,2
CCC(=O)N1CCCc2cc(S(=O)(=O)CCC(=O)Nc3ccccc3C)ccc21,-0.3,13,8,-4,-2,7,-2,-45,1
O=C(NNC(=S)NC(=O)c1cn(-c2ccccc2)nc1-c1ccccc1)c1ccncc1,2.2,42,30,14,-5,18,-5,24,-4
N#CCCN(C(=O)COC(=O)CCC(=O)c1cccs1)c1ccccc1,-0.3,1,11,17,-2,10,-4,3,4
CCOC(=O)c1c(C)nc2sc3c(=O)n(-c4ccc(OC)cc4)nnc3c2c1-c1ccc(OC)cc1,-0.1,-2,3,11,1,2,-1,-7,1
O=C(NCCCNC(=O)c1ccco1)c1ccco1,-1.5,3,1,1,-6,3,0,-4,0
CC(C)CCN(C(=O)C1=COCCO1)c1c(N)n(Cc2ccccc2)c(=O)[nH]c1=O,-0.3,5,-2,6,0,14,1,2,-1
Nc1nonc1-n1nnc(C(=O)N/N=C/c2ccccn2)c1CNc1ccccc1,-0.8,13,5,37,-1,6,4,-26,-7
COc1ccc2c(c1)OC[C@H]1[C@H]2N2C(=O)CN(Cc3ccco3)C(=O)[C@@]2(C)[C@H]1c1ccccc1,-0.1,0,4,13,-1,27,-4,14,1
NC(=O)c1c(NC(=O)c2ccccc2Cl)sc2c1CCC2,0.2,34,6,24,-1,33,-2,12,6
O=C(Nc1nc(-c2ccc3c(c2)OCCO3)cs1)c1ccco1,0.7,33,-10,6,4,22,-5,2,.
O=C(c1ccccc1[N+](=O)[O-])N1CCCC(C(=O)N2CCCCCC2)C1 (stereo not given),0.8,7,0,13,-3,14,1,29,-3
CN(C)CCNC(=O)c1onc(CSc2ccc(F)cc2)c1C(=O)NCCN(C)C,2.0,0,13,13,11,16,-5,3,0
O=C(c1cc(COc2ccc(F)c(F)c2)on1)N1CCN(C2CCCCC2)C(=O)C1,-1.7,19,-18,40*,-4,33,-4,-21,2
NS(=O)(=O)c1ccc(CCNc2cc(=O)n(Cc3ccc(F)cc3)c(=O)[nH]2)cc1,-1.7,-5,-5,2,-2,5,0,-19,-3
CC(/C=N\NC(=O)c1cc(C)oc1C)=C\c1ccccc1,7.9,11,9,-4,-4,1,-4,1,0
CCOC(=O)c1c(NC(=O)CSc2nnc(-c3ccc(Cl)cc3)o2)sc2c1CCC2,7.4,-5,-1,14,-1,-17,-4,3,1
CCCCCN(C(=O)CCC(=O)OCc1ccccc1C(F)(F)F)c1c(N)n(CCCC)c(=O)[nH]c1=O,0.4,8,8,3,4,5,-3,7,1
C=CCn1c(SCC(=O)NC2CCCCC2)nnc1-c1ccccn1,-0.6,11,0,-14,-3,9,-3,8,1
NC(=O)CC(NC(=O)c1ccccc1)c1ccc(N2CCCCCC2)c([N+](=O)[O-])c1 (stereo not given),0.7,17,9,8,6,8,-5,-60,0
CC(=O)CC(=O)Nc1ccccc1NC(C)=O,-1.5,2,-24,2,-2,0,-2,-1,-3
Cc1cn(CC(=O)c2ccccc2)c2ccccc12,-0.8,16,-3,8,-3,6,-3,6,-1
COc1ccc(CNC(=O)CN(c2ccc(C)cc2)S(=O)(=O)c2c(C)noc2C)cc1,-1.3,19,8,-3,0,2,0,3,-4
CCN1CCN(CC(O)COCC2COc3ccccc3O2)CC1 (stereo not given),0.6,-17,-10,6,-1,5,-2,7,-2
CCc1ccc(OCCNC(=O)c2ccccc2SCc2ccc(F)cc2)cc1,10,15,12,24,0,17,-6,-4,2
Cn1c(CSCCOc2ccccc2)n[nH]c1=S,1.0,10,6,1,0,15,-3,9,3
O=C(Nc1nnc(-c2cccnc2)s1)c1cccs1,-0.4,0,-3,-9,-1,13,-2,-6,2
CCOC(=O)C1(Cc2cccc(Cl)c2)CCCN(C(=O)c2cc(C(C)C)nn2C)C1 (stereo not given),0.5,6,10,35,2,33,-3,-4,0
O=C(NC1CC1)C1CCN(C2CCN(C(=O)CCOc3ccccc3)CC2)CC1,0.4,-6,2,12,-4,-4,-2,1,2
COc1ccccc1C(c1nnnn1CCc1ccccc1)N1CCN(c2ccccc2)CC1 (stereo not given),0.0,10,30,33,1,26,-3,-14,2
O=C(Cn1c(NCCCO)nc2ccccc21)c1cccc(Br)c1,-3.6,8,-23,10,-2,-3,-2,2,-3
CCCCN(C(=O)CCC(=O)Nc1cc(C)on1)C(C(=O)NC(C)(C)CC)c1cccc(OC)c1OC (stereo not given),-0.8,17,-14,11,-4,15,4,5,1
CCOc1ccc(NC(=S)N2CCC(NC(=O)C3CCCCC3)CC2)cc1,-0.2,17,-10,-14,0,11,2,2,1
CC(C)N1CCC2(CC1)N=C(c1ccc3c(c1)OCO3)CC(c1cc(Cl)ccc1O)N2 (stereo not given),69*,40,51*,53*,-2,42,-4,3,-2
O=C(NC1CCN(Cc2ccccc2)CC1)C1CCN(S(=O)(=O)c2cccc3cccnc23)CC1,0.9,5,12,-15,5,-1,-3,-16,-1
Cc1nc(NC(C)C)c2cnn(CCc3ccccc3)c2n1,0.3,27,-4,23,-1,20,2,-12,1
CCSc1nnc(Cc2cc(=O)[nH]c(=O)[nH]2)n1-c1cccc(C)c1,-0.3,5,-15,3,-3,-11,4,8,-1
O=C(NCCCNC(=O)c1ccccn1)c1ccccn1,1.6,7,-7,18,-4,1,-2,-11,1
Cc1cc(F)ccc1NC(=O)c1cc(S(=O)(=O)N2CCCC2)cn1C,-1.2,3,-9,-8,-1,6,2,5,-14
# The list goes on:
SMILES,MPTP inh,NLRP3 yeast inh,TIM10 inh,tim10-1 inh,APJ ag,tim23-1 inh,MIN6 prolif,APJ antagonist,NR3A LBD binder
CCNC(C(=O)c1c[nH]c2c(CC)cccc12)c1ccccc1 (stereo not given),0.0,11,13,5,-2,7,-5,15,1
COc1cc(NC(=O)c2ccc(CNc3c(N4CCOCC4)c(=O)c3=O)cc2)cc(OC)c1,-0.2,13,3,-3,-2,-10,1,6,3
O=C(CSc1nc(C(F)(F)F)cc(=O)[nH]1)N1CCCCCC1,-0.9,3,-11,-23,-4,-11,-1,-32,1
CC(C)c1ccc(NC(=O)[C@H]2CSCN2C(=O)[C@@H]2CCC(=O)N2)cc1,-0.4,6,4,-4,-4,-1,-2,13,-1
O=C(COc1ccc2c(c1)OCO2)Nc1nccs1,-1.6,14,14,14,-3,17,-3,14,-1
CC(C)c1ccc(CNc2ccc(N3CCOCC3)cc2)cc1,-1.1,32,25,14,27,17,-5,-5,0
Cn1ncc(N=Cc2ccccc2)c1C(=O)Nc1cccc(Cl)c1,1.9,24,10,18,1,-3,3,-6,-3
Cc1ccc(NC(=O)CSC2=Nc3ccccc3C3CC=NN23)c(C)c1 (stereo not given),10,4,17,44*,-2,25,-1,-2,2
CC(=O)C1=C(C)NC(=O)NC1c1ccc(OC2CCCC2)cc1 (stereo not given),-1.4,0,4,-1,3,16,0,-9,-1
COC(=O)Cc1ccc(O)c(N)c1,-3.5,15,12,-1,3,-6,-2,-3,-3

# Entries from the list above that have a CF3 group (3):
SMILES,MPTP inh,NLRP3 yeast inh,TIM10 inh,tim10-1 inh,APJ ag,tim23-1 inh,MIN6 prolif,APJ antagonist,NR3A LBD binder
O=C(c1ccco1)N1CCN(C(=O)c2cnn3c2NC(c2cccs2)CC3C(F)(F)F)CC1 (stereo not given),-0.9,11,3,4,-5,5,0,-11,0
CCCCCN(C(=O)CCC(=O)OCc1ccccc1C(F)(F)F)c1c(N)n(CCCC)c(=O)[nH]c1=O,0.4,8,8,3,4,5,-3,7,1
O=C(CSc1nc(C(F)(F)F)cc(=O)[nH]1)N1CCCCCC1,-0.9,3,-11,-23,-4,-11,-1,-32,1

# The list continues.
SMILES,MPTP inh,NLRP3 yeast inh,TIM10 inh,tim10-1 inh,APJ ag,tim23-1 inh,MIN6 prolif,APJ antagonist,NR3A LBD binder
COc1ccc2[nH]c3c(=O)n(CCCCC(=O)N4CCCC4)c(=S)[nH]c3c2c1,0.3,-3,3,16,-3,-16,-1,7,1
CC(C)(C)C1CCC(=NNC(=O)CN(c2ccccc2)S(C)(=O)=O)CC1 (stereo not given),2.1,10,13,3,-2,5,-2,-8,-1
O=C(O)c1ccc(Nc2ccc(F)c(F)c2)c([N+](=O)[O-])c1,0.8,-3,-12,13,-3,4,-1,8,2
CCCC(=O)Nc1cc(-c2nn(C)c(=O)c3ccccc23)ccc1N1CCOCC1,-2.4,0,13,11,-3,6,0,14,0
COc1ccc(-n2c3c(c(=O)[nH]c2=O)C(NC(C)=O)(C(F)(F)F)C(=O)N3)cc1 (stereo not given),1.1,-1,-18,16,-4,4,-4,9,-1
Cc1cc(C)cc(-n2ncc3c2CCCC3NC(=O)C2CCC2)c1 (stereo not given),-2.2,1,0,32,-6,29,2,-7,-6
Cc1ccc(-c2csc(N(CCc3ccccc3)C(=O)COc3ccccc3)n2)cc1,0.6,-12,6,16,-4,-4,-5,2,3
CC1CCCN(c2nc(NCc3ccco3)nc(N)c2[N+](=O)[O-])C1 (stereo not given),4.6,35,4,33,0,39,0,-13,1
CCOC(=O)Cc1csc(NC(=O)c2ccc(C)o2)n1,-1.3,24,7,1,6,22,-1,-10,1
Cn1cccc1C(=O)C(=O)Nc1cccc(Cl)c1Cl,-0.6,9,8,18,-2,24,-2,12,2
CCC(C)NC(=O)C1CCN(c2nc(C)cc(C)n2)CC1 (stereo not given),-1.1,0,-14,22,1,4,-3,7,0
COc1ccccc1CO/N=C/NC(=O)c1c(OC)ccnc1Oc1ccc(F)cc1,1.6,10,2,26,-1,18,-2,-5,0
COc1ccc(C(=O)N2N=C(c3cccc(OC)c3)CC2(O)C(F)(F)F)cc1 (stereo not given),7.9,-3,29,23,-1,40,-3,11,-4
